High-throughput results as filed in PubChem BioAssay.
PGC1a acetyl inh: inhibitors of PGC1a acetylation signal, primary screen, cell-based, U2OS, AlphaScreen, inhibitor mode; actives 0.17% (n = 350,000); AlphaScreen anti-acetyl-lysine; with virally co-expressed GCN5 acetyltransferase; inhibition, % at 15.6 µM;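 active means every replicate shows inhibition of at least 40%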;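 further: 0% = neutral control wells and 100% = positive control wells; some results beyond the cut were filed as inactive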
RAD52 anneal inh: RAD52 DNA annealing inhibitors, primary screen, biochemical, FRET, single point, set 2; DNA repair protein RAD52 homolog (Homo sapiens), P43351; recombinant RAD52 DNA annealing, FRET fluorescence; inhibition, % at 18.7 µM; actives 0.46% (n = 360,000);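 active means every replicate showing at least 50% inhibition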
Target sequence (P43351 whole entry, looked up): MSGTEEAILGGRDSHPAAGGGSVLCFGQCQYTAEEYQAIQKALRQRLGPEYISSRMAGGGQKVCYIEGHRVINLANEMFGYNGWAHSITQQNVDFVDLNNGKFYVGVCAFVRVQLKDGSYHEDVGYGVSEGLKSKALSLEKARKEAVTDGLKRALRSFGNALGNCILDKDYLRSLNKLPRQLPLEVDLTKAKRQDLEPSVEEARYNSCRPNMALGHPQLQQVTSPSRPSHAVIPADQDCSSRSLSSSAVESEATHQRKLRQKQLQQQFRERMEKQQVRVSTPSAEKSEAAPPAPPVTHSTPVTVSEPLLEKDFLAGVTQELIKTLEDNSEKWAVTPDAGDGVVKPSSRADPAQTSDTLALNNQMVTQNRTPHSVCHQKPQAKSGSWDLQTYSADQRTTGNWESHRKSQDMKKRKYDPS
miR-122 sensor: miR-122 Renilla sensor signal increase in Huh7, primary screen, miR-122 inhibitor project, cell-based, single point, plate reader | Huh7 miR-122 Renilla luciferase sensor, 48 h; neutral wells = 0, positive control = 100 | activation (reporter increase), % at 12.5 µM | actives 0.3% (n = 340,000) | AID 602342, 2012;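 active means mean replicate activation score at least 90 and every replicate individually at or above 90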;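 further: higher luciferase means less miR-122 activity so hits act as miR-122 inhibitors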
PglD DTNB: C. jejuni PglD acetyltransferase inhibitors, primary screen, biochemical, DTNB colorimetric, single point | UDP-N-acetylbacillosamine N-acetyltransferase PglD (Campylobacter jejuni) | purified PglD enzyme, DTNB colorimetric CoA detection | inhibition, % at 12.5 µM | actives 0.098% (n = 360,000) | AID 602405, 2012; in the data active means inhibition above about 16%, passing the limit was not always enough; further: strong numbers were not always called active
RAD54 branch: inhibitors of human RAD54 branch migration, primary screen, biochemical, fluorescence, single point; AID 602329, 2012; inhibition, % at 10.4 µM; RAD54 Holliday junction branch migration, FAM/BHQ fluorescence; DNA repair and recombination protein RAD54-like (Homo sapiens), Q92698; actives 0.14% (n = 360,000);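 active means mean normalized replicate activity at least 40 and at least half of replicates scoring 40 or more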;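 further: 0% = median of neutral control wells and 100% = median of positive control wells; inhibitors cause a drop in the FAM fluorescence signal; in these data hits start at about 50%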
E-selectin induc: E-selectin induction in HUVECs, primary screen, imaging, HUVEC, immunofluorescence imaging, single point; normalized: neutral wells 0, TNF-alpha wells 100; activation, % at 7.58 µM; P16581; actives 0.37% (n = 260,000);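 active means mean E-selectin-positive cell signal at least 10% of the positive control, reached in at least 60% of replicates, without over 20% cell loss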;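 further: in these data hits start at about 27%; measured in HUVEC primary endothelial cells; signal is the percent of cells scored E-selectin positive by PE staining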
Target sequence (P16581 whole entry, looked up): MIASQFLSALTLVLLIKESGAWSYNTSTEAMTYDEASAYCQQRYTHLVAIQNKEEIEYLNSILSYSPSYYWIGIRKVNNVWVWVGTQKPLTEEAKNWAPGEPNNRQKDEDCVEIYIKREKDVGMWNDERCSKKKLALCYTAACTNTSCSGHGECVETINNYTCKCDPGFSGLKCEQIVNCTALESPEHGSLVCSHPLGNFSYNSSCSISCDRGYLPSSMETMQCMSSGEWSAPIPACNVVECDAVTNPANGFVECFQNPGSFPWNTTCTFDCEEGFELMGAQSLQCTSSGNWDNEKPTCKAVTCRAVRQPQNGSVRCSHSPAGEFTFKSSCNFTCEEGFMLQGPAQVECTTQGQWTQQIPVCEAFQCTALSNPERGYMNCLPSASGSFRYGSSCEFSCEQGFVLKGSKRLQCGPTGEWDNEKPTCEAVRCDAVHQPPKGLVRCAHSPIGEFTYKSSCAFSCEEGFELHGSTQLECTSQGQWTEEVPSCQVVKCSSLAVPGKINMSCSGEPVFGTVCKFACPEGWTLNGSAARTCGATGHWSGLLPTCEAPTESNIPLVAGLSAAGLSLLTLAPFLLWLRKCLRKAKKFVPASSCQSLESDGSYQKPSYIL
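Test system: HUVEC | Signal: Immunofluorescence imaging | Read-out: Percent E-selectin-positive cells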
Cneo AK release: Cryptococcus neoformans cell lysis inducers, primary screen, AK release luminescence, single concentration; actives 0.2% (n = 360,000); lysis activity, % at 15 µM; C. neoformans lysis, adenylate kinase release luminescence, 4 h; normalised: neutral wells 0, clomiphene wells 100; AID 651654, 2012;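 active means mean lysis activity across replicates of at least 80%, whatever share of replicates individually reach that level; inactive means mean lysis activity below 80%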
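Test system: log-phase Cryptococcus neoformans yeast cells. Input: 5 × 10^6 yeast cells/mL. Medium: fresh YPD growth medium. Doses: single dose. Incubation: static 4 h at 37 °C with compound, 1 h detection. Measured by: luminescent adenylate kinase detection reagent. Read-out: signal increase indicating cell lysis. Benchmarks: Clomiphene.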
ERAP1 inh: human ERAP1 aminopeptidase inhibitors, primary screen, biochemical, single point, plate reader. recombinant ERAP1, Leu-AMC fluorescence, 60 min. inhibition, % at 10.7 µM. actives 0.15% (n = 340,000);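 active means mean replicate inhibition of at least 30%, or all replicates individually reaching that 30% level; inactive means mean below 30% and not every replicate reaching it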;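 further: 0% = neutral control wells and 100% = L-leucinethiol positive control wells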
* hit, by the source's call; x = no result given; [ ] = dose if it differs, or a comment. Outcome played no part in choosing rows (roughly 1.4% active in at least one column).

SMILES	PGC1a acetyl inh	RAD52 anneal inh	miR-122 sensor	PglD DTNB	RAD54 branch	E-selectin induc	Cneo AK release	ERAP1 inh
O=C(OCCO)c1cc(Cl)c(C(=O)OCCO)cc1Cl	8	x	-2	2	-2	x	0	x
CO[C@@H]1CN(C)C(=O)c2ccc(NC(=O)C3CC3)cc2OC[C@H](C)N(Cc2ccc(F)cc2)C[C@@H]1C	x	20	0[16.7 µM]	-2	-8	0.1	0	1
CC(C)Nc1nnc(SC(C)C(=O)Nc2ccc(N3CCOCC3)cc2)s1 (configuration not stated)	-2	-3	-1	-2	1	-0.2	-1	1
COc1ccc(-n2nnc3c(=O)n(C/C=C/c4ccccc4)cnc32)cc1	-7	x	-5	4	9	x	0	x
COc1ccc(CNC(=O)C(OC(C)=O)c2ccccn2)cc1 (configuration not stated)	13	x	-1	3	-7	x	0	x
CC(C)N(Cc1ccccc1)C(=S)NC(=O)C1(C)CC1(Cl)Cl (configuration not stated)	2	-15	x	x	x	1.1	x	-4
CC(O)(c1ccc(F)c(F)c1)c1nc(-c2ccc(Cl)cc2)cs1 (configuration not stated)	-29	-2	1	-1	0	0.3	6	-2
NC(c1ccccc1)c1csc(Nc2ccc(S(N)(=O)=O)cc2)n1 (configuration not stated)	x	1	1	2	4	-0.2	2	-6
CN1CCN(S(=O)(=O)c2ccc(NC(=O)C3CCCO3)cc2)CC1 (configuration not stated)	4	x	-5	-3	-13	x	6	x
O=C(CCc1nc(-c2ccccc2Cl)no1)NCC1CCCO1 (configuration not stated)	-11	-14	1	-3	0	x	0	7
CCCNC(=O)[C@@H]1[C@@H](CO)[C@@H]2Cn3c(cccc3=O)[C@@H]2N1Cc1ccccc1Cl	x	-10	x	-3	2	-0.9	1	-2
C[C@@H]1CN([C@H](C)CO)C(=O)Cc2cc(NC(=O)CCC(F)(F)F)ccc2O[C@@H]1CN(C)C	3	5	2[16.7 µM]	4	8	x	-1	0
O=C(CN1CCN(C(=O)CNC(=O)c2ccc3c(c2)OCO3)CC1)Nc1cccc(F)c1	5	-9	0	-6	0	-0.1	0	0
CC(C)=CC(=O)N1CCCc2ccccc21	2	x	-3	-1	-6	x	0	x
Cc1nnc(C)c2c(C)n(Cc3ccc4c(c3)OCO4)c(C)c12	x	x	-12	-4	3	x	0	x
Cc1nn(-c2ccccc2)cc1/C=N/O	-26	x	-7	0	5	6.6	0	x
Cc1ccc(C)c(NC(=O)C(OC(=O)c2ccc(C)s2)c2ccccc2)c1 (configuration not stated)	x	x	39	2	1	x	0	x
CC(=O)N1CCc2cc(NC(=O)C3(C)CCN3Cc3ccccc3OC(F)F)ccc21 (configuration not stated)	x	-5	-14	-1	-1	-0.7	0	-5
O=C(Nc1ccccc1N1CCCC1)c1cccc(-c2cc3ccccc3oc2=O)c1	x	x	42	1	-4	2.6	1	x
O=C1C2C(c3ccccc3)C=CC(c3ccccc3)C2C(=O)N1CCCO (configuration not stated)	-3	x	-2	-1	-5	x	-1	x
Cn1c(=O)c2cc(NC(=O)Cc3cccnc3)ccc2n1-c1ccc2ccccc2c1	14	-24	5	-4	3	0.8	-1	-1
C[C@H]1CN([C@@H](C)CO)S(=O)(=O)c2ccc(C3=CCCC3)cc2O[C@@H]1CN(C)S(=O)(=O)c1cn(C)cn1	-13	-1	45[16.7 µM]	1	-7	0.5	-2	3
Cn1c(=O)c(=O)n(C)c2cc(S(=O)(=O)N3CCCC3C(=O)NCc3ccco3)ccc21 (configuration not stated)	13	-6	-2	2	9	0.1	-8	-1
C=C(C)c1cccc(C(C)(C)NC(=O)N2CCN(c3ncccn3)CC2)c1	-13	x	-2	4	-4	x	-3	x
COc1ccc(S(=O)(=O)Nc2ccc3c(c2)C(=O)N([C@@H](C)CO)C[C@@H](C)[C@@H](CN(C)C(=O)Nc2c(C)noc2C)O3)cc1	-3	-6	-2[16.7 µM]	0	0	-0.1	0	1
CCN1CCN(C(=O)Cn2ncc3c2-c2ccccc2OC3)CC1	x	-8	x	3	0	1.1	4	-9
O=C(O)Cc1ccc(NC(=O)COc2ccc3ccccc3c2)cc1	-8	-11	0	-2	-2	-0.7	-9	-1
CCC1(C)Cc2c(C#N)c(SC)nc(N3CCOCC3)c2CO1 (configuration not stated)	-6	-2	-5	7	-8	-0.1	0	-2
Cc1cc(C(C)(C)C)oc1C(=O)NCCCNC(=O)c1oc(C(C)(C)C)cc1C	-17	x	-3	-1	3	x	-1	x
CN(C)C(=O)[C@@H]1[C@@H](CO)[C@@H]2Cn3c(ccc(-c4cccc(F)c4)c3=O)[C@@H]2N1C(=O)c1cnccn1	x	-5	x	7	-1	0.1	0	1

A portion from the list above:
SMILES	PGC1a acetyl inh	RAD52 anneal inh	miR-122 sensor	PglD DTNB	RAD54 branch	E-selectin induc	Cneo AK release	ERAP1 inh
C=C(C)c1cccc(C(C)(C)NC(=O)N2CCN(c3ncccn3)CC2)c1	-13	x	-2	4	-4	x	-3	x
COc1ccc(S(=O)(=O)Nc2ccc3c(c2)C(=O)N([C@@H](C)CO)C[C@@H](C)[C@@H](CN(C)C(=O)Nc2c(C)noc2C)O3)cc1	-3	-6	-2[16.7 µM]	0	0	-0.1	0	1
CCN1CCN(C(=O)Cn2ncc3c2-c2ccccc2OC3)CC1	x	-8	x	3	0	1.1	4	-9
O=C(O)Cc1ccc(NC(=O)COc2ccc3ccccc3c2)cc1	-8	-11	0	-2	-2	-0.7	-9	-1
CCC1(C)Cc2c(C#N)c(SC)nc(N3CCOCC3)c2CO1 (configuration not stated)	-6	-2	-5	7	-8	-0.1	0	-2

Structures above containing a Cl atom (5):
SMILES	PGC1a acetyl inh	RAD52 anneal inh	miR-122 sensor	PglD DTNB	RAD54 branch	E-selectin induc	Cneo AK release	ERAP1 inh
O=C(OCCO)c1cc(Cl)c(C(=O)OCCO)cc1Cl	8	x	-2	2	-2	x	0	x
CC(C)N(Cc1ccccc1)C(=S)NC(=O)C1(C)CC1(Cl)Cl (configuration not stated)	2	-15	x	x	x	1.1	x	-4
CC(O)(c1ccc(F)c(F)c1)c1nc(-c2ccc(Cl)cc2)cs1 (configuration not stated)	-29	-2	1	-1	0	0.3	6	-2
O=C(CCc1nc(-c2ccccc2Cl)no1)NCC1CCCO1 (configuration not stated)	-11	-14	1	-3	0	x	0	7
CCCNC(=O)[C@@H]1[C@@H](CO)[C@@H]2Cn3c(cccc3=O)[C@@H]2N1Cc1ccccc1Cl	x	-10	x	-3	2	-0.9	1	-2

(more compounds)
SMILES	PGC1a acetyl inh	RAD52 anneal inh	miR-122 sensor	PglD DTNB	RAD54 branch	E-selectin induc	Cneo AK release	ERAP1 inh
Cc1cc(C)n2nc(SCC(=O)N(CCC#N)c3ccccc3F)nc2n1	-2	-6	-9	-6	0	x	-3	2
COc1c(F)c(F)c(C(=O)Nc2ccc(N3CCN(C(C)=O)CC3)c(Cl)c2)c(F)c1F	3	x	1	-2	2	x	0	x
CCN1C(=O)C(=O)N(Cc2ccc(OC)c(F)c2)C1=O	-3	-7	3	1	-7	x	-5	1
CC(=O)Nc1ccc(N=Nc2ccccc2)cc1[N+](=O)[O-]	3	-10	-3	-7	2	1.7	1	-2
Cc1ccc(-c2nc3cccnc3s2)cc1NS(=O)(=O)c1ccc2c(c1)CCCC2	2	-20	34	2	2	-0.1	6	3
CCOC(=O)c1c(CC(C)C)csc1/N=C/C1C(=O)CCCC1=O	7	-104	x	x	x	33*	x	1
CC(C)NC(=O)Nc1cccc2c1O[C@H](CN(C)S(=O)(=O)c1ccc(Cl)cc1)[C@@H](C)CN([C@@H](C)CO)C2=O	-4	9	-3[16.7 µM]	0	-10	-1.1	1	0
O=C(Cc1ccncc1)NCC[C@@H]1CC[C@H](NC(=O)C2CCCC2)[C@H](CO)O1	-7	-27	11[16.7 µM]	1	7	-0.2	-3	1
Cc1nn(CC(=O)Nc2ccc3c(c2)OCCO3)c(C)c1[N+](=O)[O-]	15	-11	-8	9	11	0.4	0	1
CC(C)N(CCn1c(=S)[nH]c2ccccc2c1=O)C(C)C	-12	x	-9	4	3	x	3	x
O=C(COC(=O)c1ccc(S(=O)(=O)N2CCCCC2)cc1)NCc1ccco1	3	4	x	-1	2	x	0	-1
CN(C)CCC(=O)c1ccc(Cl)cc1	-2	x	4	10	4	x	9	x
Cc1ccccc1-c1nnc(SCC(=O)N2CCCC2)o1	-4	-8	-2	-2	5	-0.1	0	2
COc1cc(-c2nc(C(F)(F)F)c(OC)o2)cc(OC)c1OC	-1	-18	2	3	-4	x	2	-2
Cn1c(C(=O)N2CCCC(C(=O)NCCN3CCOCC3)C2)cc2sccc21 (configuration not stated)	-4	6	-1	-3	-2	x	1	-4
COc1ccc(-n2nc(C(=O)NCC(=O)N3CC(C)CC(C)C3)c3ccccc3c2=O)c(OC)c1 (configuration not stated)	x	-3	-4	1	-1	-0.1	0	2
CCC(=O)N1CC2(C1)CN(Cc1ccc3c(c1)OCO3)[C@H](CO)c1c2c2ccc(OC)cc2n1C	-10	1	x	x	x	0.2	x	2
O=C(C[C@H]1CC[C@@H](NC(=O)Nc2cc(F)ccc2F)[C@H](CO)O1)NCc1ccccn1	5	-1	5[16.7 µM]	-4	-2	-0.3	-6	-3
O=C(O)c1ccc(CS(=O)(=O)c2ccc(Br)cc2)cc1	-8	-9	-2	-7	2	2.1	0	2
CC(Sc1nnc2c(n1)C1(C)CCC2C1(C)C)C(=O)Nc1ccccc1 (configuration not stated)	-11	x	16	-2	3	x	1	x
Cc1noc(C)c1NC(=O)Nc1cccc2c1O[C@@H](CN(C)Cc1ccc(C(F)(F)F)cc1)[C@@H](C)CN([C@H](C)CO)C2=O	26	6	5[16.7 µM]	1	0	-12	1	0
O=C(CCCOc1ccccc1)NNC(=O)c1ccc(Cl)cc1	12	-9	-6	-5	-6	0.4	-1	1
COc1ccc(NC(=O)Nc2ccc3c(c2)CC(=O)N([C@H](C)CO)C[C@@H](C)[C@H](CN(C)Cc2ccc(-c4ccccc4)cc2)O3)cc1	-4	12	-10[16.7 µM]	-2	9	0.5	-1	-1
Cc1ccc(-c2cc(C(=O)N/N=C/c3ccco3)[nH]n2)cc1	13	x	-3	3	-3	x	0	x
Cc1ccc(NS(=O)(=O)c2cc3[nH]c(=O)c(=O)[nH]c3cc2C)c(C)c1	2	0	-13	4	3	0.2	0	-1
CCCCN(C)S(=O)(=O)c1cc2c(cc1Br)CCN2C(=O)C1CC1	1	-16	8	4	-1	-1.1	0	-1
